dFosB act: activators of delta FosB homodimer, primary screen, biochemical, fluorescence polarization, TAMRA-CDK5 oligo, single point; AID 493131, 2011; purified delta FosB; percent of positive-control signal above neutral wells; Protein FosB (Mus musculus), P13346; activation, % at 25 µM; hit rate 0.99% among 340,000;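 active = mean activation above about 17%, with every replicate also reaching it, limit read from the data, passing the limit was not always enough; inconclusive = only one of the two conditions met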;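 also: fluorescence polarization rise as delta FosB binds a TAMRA Cdk5 AP-1 oligo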
Target sequence (P13346 whole entry, looked up): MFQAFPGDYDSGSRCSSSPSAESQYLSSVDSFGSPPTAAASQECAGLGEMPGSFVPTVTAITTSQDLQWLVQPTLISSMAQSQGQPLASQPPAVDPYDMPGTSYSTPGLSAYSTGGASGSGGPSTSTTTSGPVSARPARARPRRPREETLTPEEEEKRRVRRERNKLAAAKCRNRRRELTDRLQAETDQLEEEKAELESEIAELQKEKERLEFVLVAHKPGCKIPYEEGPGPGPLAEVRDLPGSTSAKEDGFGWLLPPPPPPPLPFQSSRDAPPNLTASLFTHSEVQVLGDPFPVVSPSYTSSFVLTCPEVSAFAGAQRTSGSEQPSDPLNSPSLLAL
V-ATPase pHluor: regulators of yeast V-ATPase proton pumping, primary screen, pHLuorin cytosolic pH fluorescence. S. cerevisiae. response, % at 10 µM. hit rate 0.37% among 350,000; in the data active = response mostly above about 7.3%, no sharp cut-off; inactive = mostly below about 5.4%; also: actives read high; inactives centre near 0; some compounds called inactive have numbers as strong as hits; reference of the scale not given here
HTR5A ag: HTR5A agonists in luminescence cell assay, primary screen, counter-screen for OPRM1-OPRD1 heterodimer agonist project, full-deck HTS. activation, % at 9.3 µM. hit rate 0.61% among 340,000. 5-hydroxytryptamine receptor 5A (Homo sapiens), P47898. AID 504692, 2011. cell-based; in the data active = activation mostly above about 9.5%, no sharp cut-off; inactive = mostly below about 7.6%;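 also: 0% = cells with vehicle only and 100% = reference agonist; strong numbers were not always called active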
MITF act: activators of MITF-driven TRPM1 promoter reporter, primary screen, cell-based, SK-MEL-5, luciferase, single point; SK-MEL-5 TRPM1-promoter luciferase, 24 h; % of positive control, neutral wells = 0; activation, % at 12.5 µM; hit rate 0.75% among 300,000;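 active = mean activation of at least 80% with every replicate also reaching 80%; inconclusive = mean reaches 80% but some replicate falls short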;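 also: 0% = neutral control wells and 100% = parthenolide positive control wells; values of inactives mirror those of a sister screen read the other way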
Wnt bcat act: Wnt/beta-catenin pathway activators, primary screen, cell-based, plate reader, single point; Wnt/beta-catenin reporter cell assay, activator; activation, % at 9.35 µM; hit rate 1.2% among 300,000; in the data active = activation above about 30%, passing the limit was not always enough; inconclusive = no clear call, values can overlap the other calls;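 also: 0% = neutral control wells and 100% = positive control wells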
CDK5 inh: inhibitors of human CDK5/p35 kinase, primary screen, biochemical, single concentration; inhibition, % at 10 µM; Recombinant CDK5/p35, ADP-Glo luminescence, 60 min; Cyclin-dependent kinase 5 (Homo sapiens) + Cyclin-dependent kinase 5 activator 1 (Homo …; hit rate 0.01% among 330,000;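 active = highest replicate inhibition of at least 50% and at least 75% of replicates reaching 50%; inconclusive = only one of the two criteria met; inactive = both criteria failed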;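 also: plate controls were DMSO neutral control for no effect and GW8510 at 10 µM for full effect; many of its hits are not listed in these tables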
Target sequence (Q00535 whole entry, looked up): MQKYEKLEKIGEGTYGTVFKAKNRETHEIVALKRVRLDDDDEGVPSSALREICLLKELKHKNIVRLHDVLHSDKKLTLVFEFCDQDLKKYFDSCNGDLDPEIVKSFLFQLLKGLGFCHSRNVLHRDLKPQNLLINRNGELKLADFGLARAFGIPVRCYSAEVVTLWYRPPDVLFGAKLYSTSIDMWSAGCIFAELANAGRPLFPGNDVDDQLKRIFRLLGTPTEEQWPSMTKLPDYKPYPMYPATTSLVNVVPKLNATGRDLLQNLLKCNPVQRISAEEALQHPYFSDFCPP
Target sequence (Q15078 whole entry, looked up): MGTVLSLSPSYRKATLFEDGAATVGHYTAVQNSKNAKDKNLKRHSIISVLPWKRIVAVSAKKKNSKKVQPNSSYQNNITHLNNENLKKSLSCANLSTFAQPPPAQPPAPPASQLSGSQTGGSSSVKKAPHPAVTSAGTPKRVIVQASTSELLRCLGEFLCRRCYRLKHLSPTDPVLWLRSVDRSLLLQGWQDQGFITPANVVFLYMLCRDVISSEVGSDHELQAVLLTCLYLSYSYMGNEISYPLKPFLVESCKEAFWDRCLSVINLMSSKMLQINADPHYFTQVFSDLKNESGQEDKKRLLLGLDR
PvdQ acylase: P. aeruginosa PvdQ acylase inhibitors, primary screen, biochemical, fluorescence, plate reader and imaging, single point; AID 488965, 2010; PvdQ acylase [Pseudomonas aeruginosa LESB58]; inhibition, % at 10 µM; purified PvdQ acylase; hit rate 0.063% among 340,000; in the data active = inhibition above about 30%, passing the limit was not always enough; inconclusive = no clear call, values can overlap the other calls;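 also: 0% = vehicle neutral wells and 100% = reference inhibitor wells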
HTR5A inv ag: HTR5A inverse agonists in luminescence cell assay, primary screen, counter-screen for OPRM1-OPRD1 heterodimer inverse agonist project, full-deck HTS. 5-hydroxytryptamine receptor 5A (Homo sapiens), P47898. hit rate 0.083% among 340,000. AID 504634, 2011. inhibition, % at 9.3 µM. HTR5A cell line, inverse agonism; in the data active = inhibition mostly above about 23%, no sharp cut-off; inactive = mostly below about 18%;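 also: 0% = cells with DMSO and 100% = no-cell wells with DMSO; some compounds called inactive have numbers as strong as hits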
NSD2 inh: NSD2 histone methyltransferase inhibitors, primary screen, biochemical, AlphaScreen, single concentration, set 2; NSD2 peptide methylation, 120 min; AID 743445, 2014; inhibition, % at 12.5 µM; hit rate 0.54% among 310,000; Histone-lysine N-methyltransferase NSD2 (Homo sapiens), O96028; in the data active = inhibition above about 50%
SR-BI DiI inh: inhibitors of SR-BI mediated HDL lipid uptake, primary screen, ldlA[mSR-BI] cells, fluorescence, single point; Scavenger receptor class B member 1 (Mus musculus), Q61009; inhibition, % at 12.5 µM; ldlA[mSR-BI] CHO cells, DiI-HDL uptake fluorescence, 3 h; hit rate 0.96% among 320,000;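 active = mean replicate inhibition of at least 70% and a set share of replicates each scoring 70 or more; inconclusive = meets just one of the two criteria; inactive = fails both criteria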;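 also: 0% = median of neutral control wells and 100% = median of positive control wells; values of inactives mirror those of a sister screen read the other way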
An asterisk follows results filed as active; ? = inconclusive; . = no result given.

SMILES	dFosB act	V-ATPase pHluor	HTR5A ag	MITF act	Wnt bcat act	CDK5 inh	PvdQ acylase	HTR5A inv ag	NSD2 inh	SR-BI DiI inh
CCOC(=O)CSc1nnc2cc(C)c3ccccc3n12	-9.8	3.0	-6.3	-0.8	.	-2.4	-14.6	15.0	0.8	-21.5
COc1ccc(OCC(=O)Nc2cc(NC(=O)COc3ccc(OC)cc3)cc(C(=O)O)c2)cc1	3.7	2.3	4.2	.	0.3	0.5	-8.5	-15.9	2.7	-0.5
O=C1CCCC2=C1C(c1ccc(O)c(O)c1)Nc1ccc3ccccc3c12 (centres undefined)	-1.3	-1.6	2.4	.	-4.3	-0.4	-11.9	7.1	21.0	-1.7
COc1ccccc1NS(=O)(=O)c1cccc(NC(=O)Nc2cccc(Cl)c2)c1	-0.9	-1.4	11.3	-11.8	-6.9	-1.6	2.7	-9.6	5.0	10.3
COc1cccc(C2C(C#N)=C(N)OC(C(C)(C)C)=C2C#N)c1 (centres undefined)	-14.7	-2.7	-0.1	-9.5	.	0.2	-14.4	-9.4	0.0	-4.7
Cc1cc(S(=O)(=O)NCCc2ccccc2)ccc1-n1cnnn1	-1.5	1.1	2.0	-8.1	-0.7	-0.3	-13.6	-4.8	2.2	-2.3
O=C(Oc1cccc(NC2=NS(=O)(=O)c3ccccc32)c1)c1ccncc1	-3.8	0.5	-0.8	17.2	-0.4	-0.4	-5.0	-10.8	0.8	26.3
Cc1cc(O)c(C(=O)c2ccccc2C(=O)O)cc1C	-9.4	-3.3	1.2	2.3	.	-0.5	-14.9	6.6	-1.6	-20.1
CCOCc1cnc(C)nc1NCC(=O)c1c(C)n(C)c2ccc(OC)cc12	6.8	0.0	-3.6	-14.4	.	0.0	2.8	-4.6	1.8	-15.2
CSc1ccccc1NC(=O)c1cc(S(=O)(=O)N(C)C)ccc1N1CCCC1	-4.6	-1.5	4.9	-14.3	-2.8	0.3	-0.3	-6.2	1.3	-28.6
COc1ccc(/C=N/N2CCN(C)CC2)cc1OC	1.0	-0.4	1.9	3.1	.	0.8	9.1	-10.8	1.0	-10.8
CCSc1ncc(Cl)c(C(=O)Nc2cc(C)ccc2C)n1	6.2	4.4	-0.6	-11.3	-0.9	1.1	-8.9	-18.0	-24.4	.
COc1cc(S(=O)(=O)N(C)Cc2ccc3c(c2)OCCO3)ccc1NC(C)=O	-8.5	7.0	-2.6	5.6	-1.3	-1.8	7.9	3.7	.	-10.0
Cc1ccsc1/C=N/N1CCN(Cc2ccccc2)CC1	-3.6	0.1	3.8	48.0	0.9	-0.1	-4.9	-10.2	7.2	-47.6
Nc1ncnc2c1ncn2[C@@H]1O[C@H](CNC(=O)[C@@H](N)Cc2ccccc2)[C@@H](O)[C@H]1O	4.2	0.2	-1.0	16.2	-0.4	-0.3	-1.3	3.6	.	-9.9
CCOC(=O)c1ccc(N2CCN(C(=O)c3ccccc3)CC2)c(NC(=O)c2ccco2)c1	-14.0	0.2	-3.2	0.1	1.0	4.7	-13.3	12.4	2.7	17.2
O=C(O)CCCC(=O)NNc1ncnc2ccccc12	-3.2	-3.1	-0.1	-13.6	1.1	1.0	2.5	0.3	-3.0	-30.0
CCCC(=O)N1CCN(c2ccc([N+](=O)[O-])cc2Cl)CC1	-1.1	-5.0	0.4	1.3	-3.9	1.5	-7.1	-1.1	-2.0	10.5
O=C(CCS(=O)(=O)c1ccccc1Cl)NCCC1=CCCCC1	-6.9	0.1	0.5	40.8	9.9	-1.8	-11.2	6.6	-4.7	8.9
O=c1c(-c2ccc([N+](=O)[O-])cc2)coc2c(O)c(O)ccc12	-0.4	2.5	5.1	35.8	6.8	-1.8	2.8	20.1	.	.
CCOc1ccc(CNC(=O)C2CCCN(S(C)(=O)=O)C2)cc1OC (centres undefined)	-2.9	-3.1	-0.7	-20.1	.	-5.2	-22.8	-17.8	-0.1	-15.4
Cc1nn(CC(=O)N/N=C/c2ccc(F)cc2)c(C)c1[N+](=O)[O-]	2.3	0.7	2.6	6.0	-1.1	-1.1	-6.9	-6.8	-6.8	-2.9
FC(F)(F)c1cc(CCN2C(=S)NC[C@@H]2Cc2ccccc2)cc(C(F)(F)F)c1	-6.4	-1.9	0.3	-2.7	-4.8	-1.4	-8.0	-13.2	.	6.0
O=C(CCOc1ccc(F)cc1)Nc1nccs1	-6.1	-0.1	2.1	0.0	13.9	-0.3	0.0	-5.6	-3.5	-11.9
COc1ccc(N2CCN(C(=O)CN(c3cccc(Br)c3)S(C)(=O)=O)CC2)cc1	-8.1	-1.5	-0.3	15.6	.	3.5	-4.6	0.7	4.2	-20.2

The list continues:
SMILES	dFosB act	V-ATPase pHluor	HTR5A ag	MITF act	Wnt bcat act	CDK5 inh	PvdQ acylase	HTR5A inv ag	NSD2 inh	SR-BI DiI inh
CC1(C)Cc2cccc(OCC(=O)OCC(=O)Nc3ccccc3)c2O1	0.5	3.7	5.6	8.6	0.4	0.1	-10.8	-16.9	-3.0	-6.7
CCn1c(Nc2ccccc2Cl)nc2ccccc21	-1.5	1.9	.	10.5	2.3	0.3	-15.2	.	0.0	12.0
CCOC(=O)Cc1csc(N(C)C)n1	-5.7	2.3	11.2	7.7	3.6	-1.5	-13.6	-21.4	-3.0	-23.9
CCCCN1C(N)=NC[C@H]1Cc1ccc(O)cc1	9.6	-3.4	-3.0	-0.2	-1.6	-1.5	8.5	-2.0	.	-19.4
CN(C)CCC(=O)NCC1OCCc2ccccc21 (centres undefined)	-1.2	-1.0	-0.5	-9.4	-0.3	1.4	1.9	-0.6	2.5	16.5
CC(C)(C)CCN1CCC(CN2CCNC(=O)C2=O)CC1	-5.2	-1.9	1.4	-7.5	3.8	0.2	-4.9	-4.8	.	-11.3
COCCCNC(=O)CC(NS(=O)(=O)c1ccc(F)cc1)c1ccc(OC)cc1 (centres undefined)	-1.7	-2.9	11.6	4.8	3.4	-0.1	-9.9	-30.4	.	-30.4
Cc1cccc(-n2ccnc2SCC(=O)Nc2nnc(C)s2)c1	-3.6	-1.9	4.4	.	-3.5	0.6	10.8	-25.0	.	-26.3
O=C(Nc1ccc2c(c1)OCO2)c1cccc(F)c1	1.3	0.8	1.8	71.3	?	0.0	-5.3	-11.7	-0.5	-7.6
CN(CC1CCOCC1)C(=O)c1ccc2nc(Cc3cccc(Cl)c3)oc2c1	-1.7	-6.0	-4.9	-6.5	2.5	-2.4	1.4	-7.5	-0.5	7.3
COCCN=C1N[C@@H](c2ccccc2)C(C(=O)OC)=C(C)N1Cc1ccccc1	-2.9	3.2	-2.3	4.8	-1.6	0.3	-13.9	-15.2	.	-22.6
N#CC(C#N)=Cc1ccc(OCC(=O)N2CCOCC2)cc1	-2.0	-1.9	3.5	-5.6	-0.3	0.1	3.2	-10.1	-2.2	-36.8
CCOc1cc(C2/C(=C(\O)c3cc(C)ccc3C)C(=O)C(=O)N2CCN(C)C)ccc1O (centres undefined)	-5.5	6.9	-1.7	-8.3	-1.0	-2.4	-9.1	1.2	-1.4	-7.0
CCOc1ccc(-n2c(SCC(=O)Nc3ccc(OC)cc3)nc3sc4c(c3c2=O)CCN(C)C4)cc1	50.3*	-0.4	1.5	13.7	-4.4	-0.1	7.7	1.8	22.9	9.2
O=C1/C(=C/c2ccccc2F)SC(=S)N1CC(=O)N1CCCCC1c1cccnc1 (centres undefined)	-17.6	0.3	-1.6	-11.8	-0.6	1.4	-8.5	-0.8	-4.3	17.5
O=C(Nc1nccs1)c1cccc(S(=O)(=O)N2CCCC2)c1	0.8	2.2	0.9	1.5	-0.4	-0.5	-12.7	2.2	-2.4	-4.4
CCOC(=O)c1cc(-c2cccs2)nn1CCC#N	-2.8	-4.3	-3.3	-2.4	-0.5	-1.2	-2.1	-1.4	1.8	-8.8
O=C(Oc1ccc2c(c1)C(=O)c1ccccc1CO2)c1ccccc1	-3.1	1.2	-1.4	14.2	10.7	-0.4	-8.2	-18.1	-2.6	-12.6
NC(=O)CCn1nc(-c2ccccc2)c2ccccc2c1=O	-10.4	-4.1	1.1	-2.4	0.8	2.4	-3.3	-3.7	-0.9	-11.1
Cc1ccsc1/C=N/N1CCN(c2ccccc2)CC1	5.3	5.9	1.3	62.5	18.6	0.9	0.1	5.9	-1.1	23.0
O=C(NCc1cccnc1)C1c2ccccc2C(=O)N1Cc1ccccc1 (centres undefined)	-3.3	1.9	2.0	23.4	0.0	0.0	-9.2	-5.7	.	-11.0
Cn1c(=O)[nH]c(=O)c2c1nc(Br)n2Cc1ccccc1Cl	6.0	0.0	4.7	-4.0	.	0.6	-10.5	-13.8	-1.8	-9.0
CCCC1=C(C(=O)OCC)C(c2ccc(OC)c(CSc3ccccn3)c2)C(C#N)=C(N)O1 (centres undefined)	-11.7	-5.3	1.9	-13.8	.	.	12.4	36.7	1.5	16.1
CCn1c2ccccc2c2cc(NC(=O)C(C)Oc3ccc(OC)cc3)ccc21 (centres undefined)	0.0	-1.9	2.8	-4.3	.	-1.6	-8.6	-32.5	-1.7	31.1
CCOc1ccccc1NC(=O)COC(=O)c1cccc(-c2ccc(OC(C)=O)cc2)c1	-6.7	2.7	3.9	0.3	-0.7	1.7	-2.0	-13.6	-1.5	33.1

(more compounds)
SMILES	dFosB act	V-ATPase pHluor	HTR5A ag	MITF act	Wnt bcat act	CDK5 inh	PvdQ acylase	HTR5A inv ag	NSD2 inh	SR-BI DiI inh
C=CCn1c(C)cc(C(=O)COc2ccc(C)nc2[N+](=O)[O-])c1C	-0.3	0.5	8.0	-26.6	-16.6	1.0	20.6	-21.6	32.7	-2.9
O=C(COC(=O)COc1ccccc1[N+](=O)[O-])Nc1cccc(Br)c1	1.4	-1.6	-1.0	-11.6	7.1	-1.0	-15.6	2.6	-1.3	-37.2
COc1ccc2c(c1)SCC/C2=C\CN1C(=O)CCC1=O	2.9	-0.1	3.5	-0.4	-0.4	2.0	-12.1	-16.7	0.4	26.2
Cc1cc(Cl)ccc1Oc1ccc(C(N)=O)cc1[N+](=O)[O-]	-4.6	-1.6	-0.3	6.5	-2.0	0.5	-19.9	19.8	-2.8	-5.6
Cc1ccc(S(=O)(=O)Nc2cccc(-c3ccc(N4CCCCCC4)nn3)c2)cc1	-7.0	0.4	3.4	?	19.9	.	-1.9	-13.4	34.6	17.8
CCOC(=O)c1cc2sccc2n1CC(=O)O	-0.3	-0.7	2.0	0.2	0.8	12.7	6.8	-7.8	-2.9	13.7
O=C(CNc1cccc2ccccc12)c1ccc([N+](=O)[O-])cc1	4.3	-2.6	0.5	-11.1	.	1.6	-3.6	3.3	-1.5	18.4

Screening results: PubChem, several laboratories
